S3 lipid droplet – qHTS Assay for Lipid Storage Modulators in Drosophila S3 Cells; Drosophila S3 cells, BODIPY lipid droplet fluorescence, 18-24 h; cells fed with added oleic acid; Potency in µM for hits, for the others lipid storage change, negative = inhibition, % at the top dose, mostly 46.1 µM; hit rate 0.64% among 320,000; AID 2685; active means well fitted inhibition curve with a large enough effect in the signal ratio, with a control signal flat, not every such curve was filed as active; inconclusive means small, poorly fitted or top-dose-only effect, or effect the other way, or a change in a side signal; the % refers to the signal ratio
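Drosophila S3 cells loaded with oleic acid (400 uM, as added) and compounds at several concentrations; lipid droplets imaged by 488-nm laser-scanning cytometry, 500–530 nm intensity and object ratio to cell channel. Percent activity normalized to 20 uM Triacsin C.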
S3 lipid droplet cell count max – second read-out of S3 lipid droplet, no call of its own (marks repeat the call); cell number change, %; measured here: cell count max response;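 cells counted by Cell Tracker Red CMTPX staining in the red channel; peak over a dose series mostly up to 46.1 µM; percent activity relative to internal control wells on each plate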
Starred values were filed as active, the others as inactive; i = inactive; ? = inconclusive; / = no result given. On the % scale 0 is the no-effect control and ±100 the full control effect; potency means the concentration at half of the fitted maximal effect. Only part of the results is shown, so the mix of outcomes need not match the whole.

SMILES | S3 lipid droplet | S3 lipid droplet cell count max
Cc1c(C)n(C)c2ccc(C(=O)NCCCN3CCN(c4ccc(F)cc4)CC3)cc12 | 8.5% | 4.2
CN(CCO)C(=O)C1CCN(c2ncc(C(F)(F)F)cc2Cl)CC1 | ? | /
O=C(CCNS(=O)(=O)c1ccc(Cl)cc1)N1CCC2(O)CCCCC2C1 (stereo not given) | -18.5% | -1.9
CCOC(=O)c1cnc(SCC#N)nc1N | 16.8% | 23.5
Cc1ccc(N=CC2=C(O)CC(c3ccco3)CC2=O)cc1 (stereo not given) | ? | /
CCCCn1c(=O)c(CCC(=O)O)nc2ccccc21 | -4.3% | 6.2
CCCn1nc(C(=O)NNC(=O)CCOc2ccccc2OCC)c2ccccc2c1=O | i | -24.9
COc1ccc(/C=C2\SC(=S)N(CCC(=O)N(CCO)c3ccccc3)C2=O)cc1OC | -9.2% | 11.1
CCOc1cc(CNc2ccc(O)cc2)cc(Br)c1OCc1ccccc1F | ? | /
N/C(=N\OC(=O)Cc1ccccc1)c1ccc(Br)cc1 | ? | /
O=C(CCCn1c(=S)[nH]c2ccccc2c1=O)NCc1ccco1 | ? | /
N#C/C(=C\c1ccc([N+](=O)[O-])o1)c1nc2ccccc2[nH]1 | 4.11µM* | -21.1*

Given in markdown: 5 of the compounds above.
| canonical_smiles | S3 lipid droplet | S3 lipid droplet cell count max |
| --- | --- | --- |
| CN(CCO)C(=O)C1CCN(c2ncc(C(F)(F)F)cc2Cl)CC1 | ? | / |
| O=C(CCNS(=O)(=O)c1ccc(Cl)cc1)N1CCC2(O)CCCCC2C1 (stereo not given) | -18.5% | -1.9 |
| CCOC(=O)c1cnc(SCC#N)nc1N | 16.8% | 23.5 |
| Cc1ccc(N=CC2=C(O)CC(c3ccco3)CC2=O)cc1 (stereo not given) | ? | / |
| CCCCn1c(=O)c(CCC(=O)O)nc2ccccc21 | -4.3% | 6.2 |

The list continues:
SMILES | S3 lipid droplet | S3 lipid droplet cell count max
CCN(CC(=O)NCCCn1ccnc1)S(=O)(=O)c1ccc(C)cc1 | i | 1.0
CCC[N+](CC#Cc1ccccc1)(CCC)CC(=O)OC | ? | /
COCCn1c(=O)[nH]c(=O)c2cc(C(=O)c3cc(Cl)ccc3O)cnc21 | ? | /
CCN1CC(CN(C)Cc2nc(-c3ccc(Cl)cc3)no2)CC1=O (stereo not given) | ? | /
Cc1ccnc(NC(=O)c2ccc3c(c2)C(=O)N(CCC(C)C)C3=O)c1 | ? | /
CC(=O)Nc1sc(C)c(C)c1C(=O)OCC(=O)Nc1cc(S(=O)(=O)N2CCCCC2)ccc1Cl | ? | /
O=C(Nc1cc([N+](=O)[O-])ccc1F)c1ccc2c(c1)OCCO2 | 5.1% | 12.8
O=C(NCCCn1ccnc1)/C(=C\c1ccccc1Cl)NC(=O)c1ccccc1 | -17.9% | 19.8
CC(NC(=O)c1ccnc(C(C)(C)C)c1)c1ccccc1 (stereo not given) | ? | /
Cc1ccc(C)c(NC(=O)CN(C)C(=O)c2cccc(-n3cccc3)c2)c1 | ? | /
COc1cccc(C(c2nnnn2Cc2ccco2)N2CCN(c3cccc(C)c3C)CC2)c1OC (stereo not given) | -3.9% | -0.9
Cc1ccc(CN(C)C(=O)COC(=O)CSc2ccc(C(N)=O)cc2[N+](=O)[O-])cc1 | ? | /
CNC(C)C#Cc1ccc2sc3cccc(OC)c3c(=O)c2c1 (stereo not given) | ? | /
Cc1cccc(NC(=O)COc2cccc3c2CCN(C)C3=O)c1 | ? | /
O=C(Cc1ccc(Cl)cc1Cl)OCC(=O)c1ccc[nH]1 | ? | /
CCOc1ccc(S(=O)(=O)NCc2cccnc2)cc1C | 1.1% | 0.2
Cc1ccc(S(=O)(=O)N(C)CC(=O)O/N=C(\N)c2ccc([N+](=O)[O-])cc2)cc1 | ? | /
CCCCN(CC)CCCNC(=O)c1cn(C)c2ccc(S(=O)(=O)N(C)C3CCCCC3)cc2c1=O | ? | /
NC(=O)CC(NC(=O)Cc1ccc(Br)cc1)c1ccc(NC2CCCCCC2)c([N+](=O)[O-])c1 (stereo not given) | ? | /
COc1ccc(S(=O)(=O)c2ccc(OC)c(OC)c2)cc1OC | 21.3% | -13.5
CCc1ccc(-c2nc3ccc(Br)cc3c(C(=O)O)c2C)s1 | ? | /
O=c1cc(-c2ccccc2)[nH]c2ccc(F)cc12 | 22.2% | -14.0
CCCCNC(=O)CCN1N=C(c2ccccc2)CCC1=O | ? | /
CC(=O)C1=C(O)C(=O)N(CCCn2ccnc2)C1c1ccc(Br)cc1 (stereo not given) | 11.0% | 13.1
O=C(c1ccccc1)N(Nc1ccccc1)c1ccccc1 | -2.8% | 0.5
O=C(Nc1ccc(CN2CCOCC2)cc1)c1cc2ccccc2o1 | ? | /
CCOc1ccc(NC(=O)CSc2nc(NS(=O)(=O)c3ccc(C)cc3)cc(=O)[nH]2)cc1 | ? | /
CC(=O)Oc1ccc2oc(=O)c3c(c2c1)CCCN3C(=O)CN1CCOCC1 | 0.1% | 2.8
COc1ccc2oc(C(=O)N3CCc4ccccc43)c(C)c2c1 | i | 27.6
Cc1cc(Sc2nccn2C)ncc1[N+](=O)[O-] | 0.0% | -2.4
O=[N+]([O-])c1cccnc1Oc1ccc(C2SCCS2)cc1 | 8.0% | /
O=C(Nc1ccccc1)c1cccc(S(=O)(=O)N2CCCCC2)c1 | -11.9% | /
COc1cc(CNCCCN2CCOCC2)cc(Br)c1OCC(=O)N1CCCCC1 | -8.1% | 10.0
CC(C)(C)NC(=O)C(=O)NN=C1CCCCCC1 | ? | /
CCN1CCN(S(=O)(=O)c2ccc(OC)c(NC(=O)c3ccccc3F)c2)CC1 | 13.6% | -9.1
COc1ccc(N2CC(C(=O)Nc3ccc(S(=O)(=O)Nc4nccs4)cc3)CC2=O)c(OC)c1 (stereo not given) | ? | /
CCC(C)(C)C(=O)Nc1ncc(S(=O)(=O)c2ccc([N+](=O)[O-])cc2)s1 | i | 4.7
CN(C)S(=O)(=O)N1CCc2ccccc21 | ? | /
O=C(CCNc1n[nH]c(=O)[nH]c1=O)N/N=C\c1ccc(Br)cc1 | ? | /
CC(=O)c1c(C)[nH]c(C(=O)CN2C(=O)NC(C)(c3ccc4c(c3)OCCO4)C2=O)c1C (stereo not given) | ? | /
Brc1ccc(-c2nnc3n2C2(CCCC2)Cc2ccccc2-3)o1 | 0.1% | -20.6
Cc1ccccc1-n1nc2c(c1NC(=O)COc1ccc(Cl)cc1)CS(=O)C2 (stereo not given) | ? | /
CCOC(=O)C1CCN(Cc2cccc(OCc3ccccc3)c2)CC1 | -19.3% | 8.4
Cc1ccc(S(=O)(=O)NCc2ccc(C(=O)NCCc3ccc(S(N)(=O)=O)cc3)cc2)cc1 | -0.7% | /
CC(=O)c1ccc(N2CCN(C(=S)Nc3cccc(Cl)c3)CC2)cc1 | ? | /
Cc1cccc(NC(=O)Cn2cc(C(=O)C3CC3)c3ccccc32)c1C | i | 12.4
CCOC(=O)C1=C(COC(=O)/C=C/c2cccc([N+](=O)[O-])c2)NC(=O)NC1C (stereo not given) | ? | /
Cn1ncc(Cl)c1C(=O)N1CCN(C23CC4CC(CC(C4)C2)C3)CC1 | -16.4% | 5.5
COc1cccc(C2C3=C(CC(C)(C)CC3=O)OC(N)=C2[N+](=O)[O-])c1 (stereo not given) | -2.0% | -23.0
COc1ccccc1CNC(=S)Nc1ccc(F)cc1 | ? | /
CC(C)(C)OC(=O)N1CCC(c2c(C(=O)O)cnn2-c2ccccc2)CC1 | i | /
COc1ccc(OCCN2CCOCC2)cc1 | i | -2.2
Cc1cc([N+](=O)[O-])cc([N+](=O)[O-])c1NCC(C)C | 12.9% | 4.0
O=C1Nc2c(c(=O)[nH]c(=O)n2-c2ccc(F)cc2)C1(NS(=O)(=O)c1ccccc1)C(F)(F)F (stereo not given) | i | /
Cn1ncc(C(=O)N=S(C)(=O)c2ccccc2)c1[N+](=O)[O-] (stereo not given) | -6.2% | -1.1
O=C(NCCCN1CCOCC1)c1ccc(CNS(=O)(=O)c2ccc(F)cc2)cc1 | i | 5.4
Cc1ccc(C(=O)c2oc3nc(C)cc(C)c3c2N)cc1 | -5.2% | -19.0
COc1ccc2c3n([n+]([O-])c2c1)CCN=C3c1cc(Cl)c(N)c(Cl)c1 | ? | /
Cc1ccnc(NC(=O)c2cccs2)c1 | ? | /
COc1ccc(NC(=O)C2COc3ccccc3O2)cc1 (stereo not given) | i | /

(cont.)
SMILES | S3 lipid droplet | S3 lipid droplet cell count max
Cc1ccc(CNC(=O)c2ccc(NS(=O)(=O)c3c(C)noc3C)cc2)cc1 | ? | /
CCCCC1CCC(c2ccc(C(N)=O)cc2)CC1 (stereo not given) | 0.6% | 12.4
CC(=O)C1C(=O)c2c(cccc2[N+](=O)[O-])C1=Nc1ccccc1C (stereo not given) | ? | /
CCCc1cc(=O)oc2cc(C)cc(OCC(=O)Nc3cccnc3)c12 | ? | /
CCOC(=O)/C=C/COc1ccccc1[N+](=O)[O-] | ? | /
O=C(NCC1CCCO1)c1onc(CSc2ccc(F)c(F)c2)c1C(=O)O (stereo not given) | 1.3% | -0.7
Cc1cc2ncn(-c3ncnc4sc(C)c(C)c34)c2cc1C | ? | /
Cc1cccc(OCC(O)CN2CCOCC2)c1 (stereo not given) | ? | /
C=CCOc1ccccc1OCC(O)CNC(C)C (stereo not given) | -1.7% | -7.1
Cc1ccsc1C(=O)NCc1ccc(F)cc1 | ? | /
O=C(COC(=O)Cc1cccc(C(F)(F)F)c1)NCc1ccco1 | ? | /
C/C(=N\NC(=S)NCC(C)(C)C)c1cc(F)cc(F)c1O | ? | /

Two entries from above, as a markdown table:
| molecule | S3 lipid droplet | S3 lipid droplet cell count max |
| --- | --- | --- |
| O=C(COC(=O)Cc1cccc(C(F)(F)F)c1)NCc1ccco1 | ? | / |
| C/C(=N\NC(=S)NCC(C)(C)C)c1cc(F)cc(F)c1O | ? | / |

Later entries
SMILES | S3 lipid droplet | S3 lipid droplet cell count max
COc1cc(/C=C2\SC(=O)N(CC(=O)Nc3ccccc3F)C2=O)cc(Cl)c1O | ? | /
Cc1ccc(CSc2nnc(-c3ccco3)n2N)cc1 | i | -0.9
CCN(CC(=O)Nc1ccccc1C(F)(F)F)C(=O)Cc1ccccc1 | i | 8.8
COC(=O)c1ccc(OC)c(CSc2nnc(-c3ccc(C(C)(C)C)cc3)o2)c1 | ? | /
N#Cc1ccc(COC(=O)CC(NC(N)=O)c2ccc(Cl)cc2)cc1 (stereo not given) | ? | /
O=S(=O)(/N=C(/Nc1cccc2ccccc12)c1ccc(F)cc1)c1ccccc1 | i | -13.4
CN1CCc2c(sc(NC(=O)c3ccc4ccccc4c3)c2C(N)=O)C1 | ? | /
COCCNC(=O)/C(C#N)=C/c1c(N2CCN(C)CC2)nc2c(C)cccn2c1=O | 17.2% | 17.4
CN(Cc1ccccc1)C(=O)COc1ccc(N(C)S(=O)(=O)c2ccc(F)cc2)cc1 | -2.6% | -1.1
CC1=NNC(=O)C1C(c1ccccc1)C(C#N)C#N (stereo not given) | i | /
O=C1NC(=S)SC1=C1CCCCCC1 | 5.1% | -25.4
CCOC(=O)N1CCC(NC(=O)CS(=O)Cc2nc(-c3ccc(C)cc3)oc2C)CC1 (stereo not given) | ? | /

Retrieved one by one from the list above, 6 records:
SMILES | S3 lipid droplet | S3 lipid droplet cell count max
CN(Cc1ccccc1)C(=O)COc1ccc(N(C)S(=O)(=O)c2ccc(F)cc2)cc1 | -2.6% | -1.1
O=S(=O)(/N=C(/Nc1cccc2ccccc12)c1ccc(F)cc1)c1ccccc1 | i | -13.4
O=C1NC(=S)SC1=C1CCCCCC1 | 5.1% | -25.4
Cc1ccc(CSc2nnc(-c3ccco3)n2N)cc1 | i | -0.9
CC1=NNC(=O)C1C(c1ccccc1)C(C#N)C#N (stereo not given) | i | /
CCOC(=O)N1CCC(NC(=O)CS(=O)Cc2nc(-c3ccc(C)cc3)oc2C)CC1 (stereo not given) | ? | /

Other results.
SMILES | S3 lipid droplet | S3 lipid droplet cell count max
CCOC(=O)c1c(C)[nH]c(C(=O)COC(=O)c2c(CC)noc2C)c1C | ? | /
O=C(CSc1nc2ccccc2o1)Nc1ccccc1N1CCOCC1 | ? | /
CC(C)CN(C(=O)COC(=O)CCc1nc2ccccc2s1)c1c(N)n(Cc2ccccc2)c(=O)[nH]c1=O | ? | /
CCOCCCNC(=O)CCc1ccc(S(=O)(=O)Nc2ccc(C)cc2)cc1 | ? | /
O=c1c2ccccc2nc2sc(Nc3cccc(Cl)c3)nn12 | 12.8% | 7.7
CCn1cc(C(=O)N(C)Cc2ccc(OC(F)F)cc2)c(=O)c2ccc(C)nc21 | 18.4µM* | 19.2*
COc1ccc(NC(=O)CSc2nc3ccncc3[nH]2)c(OC)c1 | ? | /
O=C(Nc1nc2ccccc2[nH]1)C1CCCO1 (stereo not given) | ? | /
COc1ccc(/C=N/Nc2ccc([N+](=O)[O-])cc2)cc1Cn1cc([N+](=O)[O-])cn1 | ? | /
Clc1ccccc1-c1nc(-c2cccnc2)no1 | ? | /
O=C(NC1CCCC1)C(c1ccc(F)cc1)N(C(=O)c1csnn1)C1CCCC1 (stereo not given) | i | -5.7
Cc1ccccc1OCc1occc1C(=O)Nc1cccc(-n2cnnn2)c1 | ? | /
O=C1c2ccccc2C(=O)N1CCCOc1ccccc1 | 28.1% | -1.0

Compounds from the list above containing a cyano group:
SMILES | S3 lipid droplet | S3 lipid droplet cell count max
CCOC(=O)c1cnc(SCC#N)nc1N | 16.8% | 23.5
N#C/C(=C\c1ccc([N+](=O)[O-])o1)c1nc2ccccc2[nH]1 | 4.11µM* | -21.1*
N#Cc1ccc(COC(=O)CC(NC(N)=O)c2ccc(Cl)cc2)cc1 (stereo not given) | ? | /
COCCNC(=O)/C(C#N)=C/c1c(N2CCN(C)CC2)nc2c(C)cccn2c1=O | 17.2% | 17.4
CC1=NNC(=O)C1C(c1ccccc1)C(C#N)C#N (stereo not given) | i | /
